Bioassay records from PubChem.
L3MBTL1 inh = L3MBTL1 (human) inhibition | Q9Y468 | AlphaScreen L3MBTL1–H3K9me1 peptide binding | Potency, µM (series often up to 57.1 µM), without a hit: at the top dose activity, negative = inhibition, actives largely listed as inhibitors | 0.66% of 230,000 active | AID 485360; active means well fitted inhibition curve with a large enough effect; inconclusive means small, poorly fitted or top-dose-only effect; inactive means no such curve, though single readings can be large or run the other way; further: nearly all actives have a fitted effect of over 60% in size
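AlphaScreen proximity signal between nickel-chelate acceptor and streptavidin donor beads (final 10 ug/mL) reports binding of 50 nM L3MBTL1 to 75 nM biotin-H3 K9me1 peptide; complex incubated with compounds 30 min at room temperature; cefsulodin titration as control.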
Numbers without * were called inactive; ? = inconclusive; [ ] = dose if it differs, or a comment. On the % scale 0 is the no-effect control and ±100 the full control effect; potency means the concentration at half of the fitted maximal effect. An excerpt; the hit share may differ from the screen's.

L3MBTL1 inh | Molecule
-2% | O=C(NCCC1CCCCN1S(=O)(=O)c1ccc(F)cc1)C(=O)NCc1cccnc1 (centres undefined)
-1% | C=CCC[C@@H](Cc1ccc(F)cc1)C(=O)OCCNC(=O)[C@H](CC=C)CC(=O)NCCO
11% | COc1ccc(/C=C2\Oc3cc(OCC(=O)N4CCC[C@H]4CO)ccc3C2=O)c(OC)c1
-3% | CC(OC(=O)Cn1cnc2ccccc2c1=O)C(=O)NCc1ccccc1 (centres undefined)
-1% | C=CCC[C@H](Cc1ccc(F)cc1)C(=O)OC[C@@H](Cc1c[nH]c2ccccc12)NC(=O)[C@H](CC=C)CC(=O)N[C@H](CO)Cc1ccccc1
22% | COC(=O)c1ccccc1S(=O)(=O)N1CCC(C(=O)OCC(=O)c2ccccc2OC)CC1
3% | CCN(C(=O)COC(=O)CNC(=O)c1ccc(C)cc1)c1c(N)n(Cc2ccccc2)c(=O)[nH]c1=O
-4% | Cc1ccc(Nc2cc(C)nc3ncnn23)c(C)c1
7% | O=C(c1ccc2c(c1)OCCO2)N1CCN(S(=O)(=O)c2c(F)cccc2F)CC1
11% | O=C(NCCN1CCOCC1)c1cc(Br)ccc1Cl
-11% | CC(C)(C)CC(=O)N1CCN(Cc2ccc3c(c2)OCO3)CC1
-19% | CCC(=O)OCC(=O)[C@@]1(OC(=O)CC)[C@@H](C)C[C@H]2[C@@H]3CCC4=CC(=O)C=C[C@]4(C)[C@@]3(Cl)[C@@H](O)C[C@@]21C
-2% | O=C(OCC(=O)N1CCOCC1)c1ccc2ccccc2c1
7% | C[C@H]1CN(CCc2ccccc2)C(=O)[C@@H]1CC(=O)NCc1ccccc1
8% | C[C@H](CO)N1C[C@H](C)[C@@H](CN(C)C(=O)Nc2ccccc2)Oc2ccc(NC(=O)C3CCCCC3)cc2C1=O
2% | CCOc1ccc(CCNC(=O)COC(=O)c2ccc(S(C)(=O)=O)cc2)cc1OCC
0% | O=C(c1ccc[nH]1)N1O[C@@H]2C=C[C@H]1C2
-4% | CN1C(=O)C(=O)N(CC(=O)Nc2ccccc2OC(F)F)C1=O
4% | COc1ccc(NC(=O)CN(C)C(=O)c2c(-c3ccccc3Cl)noc2C)cc1
7% | CCC1CCc2sc(C(=O)NCC3CCCO3)cc2C1 (centres undefined)
-11% | CC(Oc1cccc(F)c1)C(=O)Nc1ccc(N2CCOCC2)cc1 (centres undefined)
1% | CCN(CC)S(=O)(=O)c1ccc(N2CC(C(=O)NC3(C)CCS(=O)(=O)C3)CC2=O)cc1 (centres undefined)
0% | O=C(c1ccc(NS(=O)(=O)c2ccc(F)cc2)cc1)N1CCC1
-4% | CC[C@H](C)C(=O)N[C@H]1CCCN1C(=O)/C=C/c1ccccc1
5% | Cc1ccc(SCCN2CCC(O)CCC2=O)cc1 (centres undefined)
-1% | Cc1ccc(S(=O)(=O)N2CCCCC2)cc1NC(=O)c1cnccn1
-6% | CN1CCN(C2CCN(c3ccc(Nc4nnc(Cl)c(Nc5ccccc5S(C)(=O)=O)n4)c(OC(CF)CF)c3)CC2)CC1
? | O=C(CCc1nc2sc3c(c2c(=O)[nH]1)CCCC3)Nc1ccccc1Cl
5% | CC(CCc1ccccc1)NC(=O)COC(=O)C(CCC(N)=O)NC(=O)c1ccc(F)cc1 (centres undefined)
0% | N#CC1(NC(=O)Cn2ncc(Cl)c(Cl)c2=O)CCCCC1
10% | CCCCOc1ccc(S(=O)(=O)N2CCN(c3ccc(N4CCN(CC)CC4)nn3)CC2)cc1
-5% | CCOc1ccc(OCCC(=O)OCC(=O)NC2CCCC2)cc1
-5% | CN(CC(=O)Nc1ccc(Cl)c(C(F)(F)F)c1)C(=O)c1ccc2c(c1)OCCO2
-1% | COC(=O)c1ccccc1NC(=O)CN1C(=O)NC2(CCCCCCC2)C1=O
3% | CCOc1cc(C(=O)NCc2ccccc2)ccc1OCC(=O)N1CCCCC1
-9% | O=C(c1ccco1)N1CCN(C2c3ccccc3-c3ccccc32)CC1
6% | CCOc1ccc(S(=O)(=O)Nc2ccc(C(=O)NCCCN3CCOCC3)cc2)cc1
-9% | CCc1ccc(OCC(O)CN2CCCC2)cc1 (centres undefined)
-3% | C/C=C/c1ccc(OCC(=O)OCC2=C(C(=O)OCC)C(C)NC(=O)N2)c(OC)c1 (centres undefined)
-1% | O=C1CC(C(=O)N2CCN(Cc3ccccc3)CC2)CN1Cc1ccccc1 (centres undefined)
9% | O=C(c1cccc(NC2=NC3CS(=O)(=O)CC3S2)c1)N1CCN(c2ncccn2)CC1 (centres undefined)
-7% | COc1ccc(-c2cc3onc(-c4c(Cl)cccc4Cl)c3c(=O)n2C)cc1
1% | COc1ccccc1NC(=O)COC(=O)c1ccccc1SCC(=O)N1CCCC1
-6% | Nn1c(SCC(=O)NC2CCS(=O)(=O)C2)nc2scc(-c3ccccc3)c2c1=O (centres undefined)
5% | O=C(O)c1cc(S(=O)(=O)NC(CO)C(O)c2ccc([N+](=O)[O-])cc2)ccc1Br (centres undefined)
-7% | CC(=O)c1ccc(S(=O)(=O)NC2CC(=O)N(c3ccc(Cl)cc3)C2)cc1 (centres undefined)
-1% | COc1ccc(Cl)c2sc(N(CCN(C)C)C(=O)c3ccc4c(c3)OCCO4)nc12
9% | CCOc1ccc(CCNC(=O)c2cccc(S(=O)(=O)N3CC(C)OC(C)C3)c2)cc1OCC (centres undefined)
-5% | C/C(N)=C(/C#N)C(=O)COC(=O)C1CCN(S(=O)(=O)c2cccs2)CC1
5% | O=C(CCN1C(=O)c2ccccc2S1(=O)=O)Nc1ccc(F)c(F)c1F

Further compounds.
L3MBTL1 inh | Molecule
1% | Cc1cc(C)n2nc(C(=O)OCC(=O)N(CCC#N)c3ccc(F)cc3)nc2n1
-2% | Cc1noc(C)c1C(=O)OC(C)C(=O)N(C)c1ccccc1 (centres undefined)
6% | COc1ccc(S(=O)(=O)n2nc(C)cc2C)cc1OC
8% | O=C1CC(C(=O)N2CCN(c3ccccn3)CC2)CN1Cc1ccccc1Cl (centres undefined)
3% | CN(CC(=O)Nc1ccccc1C(=O)Nc1ccccc1)C1CCCCC1
-16% | Cc1ccc(NC(=O)C(C)OC(=O)/C=C/c2ccccc2)cc1S(=O)(=O)N1CCOCC1 (centres undefined)
-6% | Cc1ccc(S(=O)(=O)N(C)C[C@@H]2Oc3ccc(NC(=O)Cn4cnnn4)cc3C(=O)N([C@@H](C)CO)C[C@H]2C)cc1
-6% | O=C(COC(=O)c1ccc(O)cc1)NC(c1ccccc1)c1ccccc1
-4% | CCc1cccc(C)c1NS(=O)(=O)Cc1ccccc1
0% | COc1cccc(NC(=O)CN(C)C(=O)COc2ccccc2Cc2ccccc2)c1
-4% | Cc1cc(C)c(CN2CCN(C(=O)Cn3cnc4c(OCc5ccccc5)ncnc43)CC2)c(C)c1
-4% | CSCCC(NS(=O)(=O)c1ccc2c(c1)OCCO2)C(=O)N(C)Cc1ccc(F)cc1 (centres undefined)
30% | CCCN(CC(=O)Nc1cc(Cl)ccc1Cl)C(=O)/C=C/c1cc(OC)ccc1OC
-10% | COc1cc2c(-c3ccc4cc[nH]c4c3)c(-c3ccsc3)oc(=O)c2cc1OC
-6% | CC(=O)c1cc2c(cc1NC(=O)CSc1ccc(S(=O)(=O)N(C)C)cn1)OCO2
-2% | O=C(Nc1ccccc1NC(=O)c1ccccc1Cl)c1ccccc1Cl
0% | COc1ccc(S(=O)(=O)N2CCOC23CCN(S(=O)(=O)c2ccccc2)CC3)cc1
-1%[2.29 µM] | COc1cc(/C=N/N2CCN(Cc3ccc(Cl)cc3)CC2)cc(Br)c1O
4% | Cc1ccc(C(=O)CCC(=O)NNC(=O)c2ccccc2O)cc1
? | CCN(CC(=O)Nc1c(F)cccc1F)C(=O)CCc1nc2sc3c(c2c(=O)[nH]1)CCCC3
0% | Cc1ccc(OCC(=O)N2CCc3ccccc3C2)cc1
-13% | COCC(C)n1c(C)cc(C(=O)COc2ccc(N(C)S(=O)(=O)c3ccc(NC(C)=O)cc3)cc2)c1C (centres undefined)
9% | Cc1ccc(NC(=O)COC(=O)C2(CC(=O)NC(C)(C)C)CCCC2)cc1C
-6% | O=S(=O)(c1cccs1)N1CCN(CCOc2ccc(Cl)cc2)CC1
7% | CC1(C)S[C@@H]2[C@H](NC(=O)[C@H](N)c3ccccc3)C(=O)N2[C@H]1C(=O)OC1OC(=O)c2ccccc21 (some centres undefined)
0% | CCc1cc(C(=O)Nc2nnc(C3CC3)s2)sc1C
4% | COc1cc(-c2noc(C3CCCN(C(=O)c4ccccc4)C3)n2)cc(OC)c1OC (centres undefined)
7% | CC(=O)Nc1ccc(NC(=O)CSc2nnc(C)n2-c2ccccc2)cc1
0% | Cc1ccc(NC(=O)C2CC2)cc1S(=O)(=O)N1CCOCC1
-23% | CN(CC(=O)Nc1ccccc1Cl)C(=O)c1cccc(-n2cccc2)c1
3% | COc1ccc(S(=O)(=O)N2CCOCC2)cc1NC(=O)c1ccc(OCC(C)C)c(OC)c1
0% | COc1cccc(CC2(CO)CCN(S(=O)(=O)c3ccc(OC)cc3OC)CC2)c1
9% | CCCNC(=O)C(Cc1ccc(I)cc1)NC(=O)c1ccc2ccccc2n1 (centres undefined)
0% | O=C(COC(=O)C(Cc1ccccc1)NC(=O)c1cccs1)NCc1ccccc1 (centres undefined)
8% | Cc1cc(C)n(CC(O)COc2ccc(Cl)cc2Cl)n1 (centres undefined)
5% | Cc1cc(NC(=O)CN2C(=O)NC(CC(C)C)C2=O)ccc1Br (centres undefined)
-5% | CCOc1ccc(N2C(=O)C3C(c4ccc(OC)cc4OC)NC(CCSC)(C(=O)OC)C3C2=O)cc1 (centres undefined)
6% | O=C(CSc1nnc2ccccn12)NNC(=O)c1cccc([N+](=O)[O-])c1
-4% | Cc1ccc(N2CC(C(=O)OCc3nnc(-c4ccccc4)o3)CC2=O)cc1 (centres undefined)
? | Cc1cccc(C)c1NC(=O)CN(C)C(=O)c1ccc2nc[nH]c2c1
-6% | O=[N+]([O-])C1C(c2ccccc2)=NOC1c1ccccc1O (centres undefined)
3% | CCC[C@@H](O)c1cc2cc(OC)c(OC)cc2c(=O)o1
-5% | CCOC(=O)C1=C(COC(=O)/C=C/c2ccc(C)o2)NC(=O)NC1C (centres undefined)
3% | Cc1cccc(C)c1NC(=O)CNC(=O)c1ccc(NS(=O)(=O)c2ccc3[nH]c(=O)[nH]c3c2)cc1
6% | C=CCN(CC=C)C(=O)c1ccc2nc(Cc3ccc(OC)c(OC)c3)oc2c1
7% | CC(=O)c1sc(NC(=O)CSC(C)C(=O)Nc2cc(C)on2)nc1-c1ccccc1 (centres undefined)
-1% | Cc1ccccc1NS(=O)(=O)c1cccc(C(=O)Nc2cccc(C(=O)O)c2)c1
10% | O=C(COc1ccccc1Cl)NC(=O)NC1CCCCC1
-7% | COc1ccccc1OCC(=O)NNC(=O)CSC(=S)N1CCCC1
-7% | Cc1ccc(N2CCN(Cc3ccccc3)CC2=O)c(C)c1

Remaining list, next part
L3MBTL1 inh | Molecule
68%[activator] | CCCCC(=O)OCc1c(-c2cccc(OC)c2)ncc2ccccc12
1% | Cc1noc(C)c1NC(=O)N(C)C[C@H]1Oc2ccc(NS(=O)(=O)c3ccc(F)cc3)cc2C(=O)N([C@H](C)CO)C[C@@H]1C
0% | N#CCCN(C(=O)COC(=O)CCc1nc2ccccc2c(=O)[nH]1)c1ccc(F)cc1
1% | COc1ccc(NC(=O)C(=O)NCC2CCCN2S(=O)(=O)c2cc(C)ccc2C)cc1 (centres undefined)
-4% | COc1ccc(S(=O)(=O)N2CCCCC2)cc1NC(=O)c1ccc(OC)c(OC)c1
3% | CCc1ccc(-n2nnnc2SCC(=O)Nc2ccc(NC(C)=O)cc2)cc1

Compounds from the list above that contain a Cl atom, in the order listed:
L3MBTL1 inh | Molecule
11% | O=C(NCCN1CCOCC1)c1cc(Br)ccc1Cl
-19% | CCC(=O)OCC(=O)[C@@]1(OC(=O)CC)[C@@H](C)C[C@H]2[C@@H]3CCC4=CC(=O)C=C[C@]4(C)[C@@]3(Cl)[C@@H](O)C[C@@]21C
4% | COc1ccc(NC(=O)CN(C)C(=O)c2c(-c3ccccc3Cl)noc2C)cc1
-6% | CN1CCN(C2CCN(c3ccc(Nc4nnc(Cl)c(Nc5ccccc5S(C)(=O)=O)n4)c(OC(CF)CF)c3)CC2)CC1
? | O=C(CCc1nc2sc3c(c2c(=O)[nH]1)CCCC3)Nc1ccccc1Cl
0% | N#CC1(NC(=O)Cn2ncc(Cl)c(Cl)c2=O)CCCCC1
-5% | CN(CC(=O)Nc1ccc(Cl)c(C(F)(F)F)c1)C(=O)c1ccc2c(c1)OCCO2
-7% | COc1ccc(-c2cc3onc(-c4c(Cl)cccc4Cl)c3c(=O)n2C)cc1
-7% | CC(=O)c1ccc(S(=O)(=O)NC2CC(=O)N(c3ccc(Cl)cc3)C2)cc1 (centres undefined)
-1% | COc1ccc(Cl)c2sc(N(CCN(C)C)C(=O)c3ccc4c(c3)OCCO4)nc12
8% | O=C1CC(C(=O)N2CCN(c3ccccn3)CC2)CN1Cc1ccccc1Cl (centres undefined)
30% | CCCN(CC(=O)Nc1cc(Cl)ccc1Cl)C(=O)/C=C/c1cc(OC)ccc1OC
-2% | O=C(Nc1ccccc1NC(=O)c1ccccc1Cl)c1ccccc1Cl
-1%[2.29 µM] | COc1cc(/C=N/N2CCN(Cc3ccc(Cl)cc3)CC2)cc(Br)c1O
-6% | O=S(=O)(c1cccs1)N1CCN(CCOc2ccc(Cl)cc2)CC1
-23% | CN(CC(=O)Nc1ccccc1Cl)C(=O)c1cccc(-n2cccc2)c1
8% | Cc1cc(C)n(CC(O)COc2ccc(Cl)cc2Cl)n1 (centres undefined)
10% | O=C(COc1ccccc1Cl)NC(=O)NC1CCCCC1
